Giardia FBPA inh = qHTS Assay for Inhibitors of Fructose-1,6-bisphosphate Aldolase from Giardia Lamblia; purified Giardia FBPA; Potency, µM (top dose mostly 59.6 µM), inactives show at the highest dose activity, negative = inhibition, actives largely listed as inhibitors; 290,000 tested, 0.71% active; AID 2451, 2010; also: potency is read from the fitted curve at half-maximal effect; nearly all actives have a fitted effect of over 55% in size
Target sequence (A8B2U2 whole entry, looked up): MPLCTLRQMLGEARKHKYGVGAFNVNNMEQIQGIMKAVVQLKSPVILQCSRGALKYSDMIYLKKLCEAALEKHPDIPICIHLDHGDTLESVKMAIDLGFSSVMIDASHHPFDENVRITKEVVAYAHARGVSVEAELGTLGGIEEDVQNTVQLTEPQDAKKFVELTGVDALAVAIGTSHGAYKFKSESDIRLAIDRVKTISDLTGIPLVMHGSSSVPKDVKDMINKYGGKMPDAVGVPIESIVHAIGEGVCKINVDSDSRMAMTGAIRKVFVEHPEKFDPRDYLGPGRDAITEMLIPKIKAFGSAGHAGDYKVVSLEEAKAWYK
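Giardia FBPA (40 nM reagent) was preincubated 10 min at RT with compound (up to 57.5 uM final), then substrate plus GAPDH/TPI/NAD/arsenate coupling system with diaphorase/resazurin was added; resorufin fluorescence (525/598 nm) was read after 20 min.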
HCV inh = qHTS Assay for Inhibitors of Hepatitis C Virus (HCV) | Huh7.5.1 HCVcc-Cre infection, luciferase reporter, 44 h | Potency, µM (top dose mostly 41.8 µM), inactives show top-dose activity change, negative = inhibition, most hits filed as inhibitors | 340,000 tested, 3.4% active | AID 651820, 2012; also: potency is read from the fitted curve at half-maximal effect
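Cells (1,000/well) were plated 4 h before compound, then infected with HCVcc-Cre virus (~0.5 moi). After 44 h further culture, infection was read as luciferase luminescence following a 15 min substrate incubation at room temperature.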
HCMV antiviral = qHTS Assay for inhibitors of the human cytomegalovirus (HCMV). HFF cells, HCMV-luciferase reporter, 72 h; stronger effect = lower value. activity change, negative = inhibition, % at 57.5 µM. 410,000 tested, 4.5% active; in the data active = activity change below about -60%; inconclusive = no clear call, values can overlap the other calls; inactive = above about -39%
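Luciferase read-out from HCMV-luciferase-infected HFFs (MOI 1 PFU/cell) 72 h post infection at 37C; compounds added after 16 h cell attachment; activity normalized between buffer-only basal and Salinomycin (10uM) inhibitor controls.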
AmpC inh detg = qHTS Inhibitors of AmpC Beta-Lactamase (assay with detergent). P00811. AmpC hydrolysis of nitrocefin, absorbance 480 nm, 0.01% Triton. Potency, µM (top dose mostly 114 µM), inactives show at the highest dose activity change, negative = inhibition, hits mostly inhibitors. 370,000 tested, 0.041% active. AID 485294, 2010;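 also: potency is read from the fitted curve at half-maximal effect; 0% = no-compound wells and -100% = no-enzyme wells; nearly all actives have a fitted effect of over 25% in size; some results filed as inactive show a strong effect at the top dose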
Target sequence (P00811 whole entry, looked up): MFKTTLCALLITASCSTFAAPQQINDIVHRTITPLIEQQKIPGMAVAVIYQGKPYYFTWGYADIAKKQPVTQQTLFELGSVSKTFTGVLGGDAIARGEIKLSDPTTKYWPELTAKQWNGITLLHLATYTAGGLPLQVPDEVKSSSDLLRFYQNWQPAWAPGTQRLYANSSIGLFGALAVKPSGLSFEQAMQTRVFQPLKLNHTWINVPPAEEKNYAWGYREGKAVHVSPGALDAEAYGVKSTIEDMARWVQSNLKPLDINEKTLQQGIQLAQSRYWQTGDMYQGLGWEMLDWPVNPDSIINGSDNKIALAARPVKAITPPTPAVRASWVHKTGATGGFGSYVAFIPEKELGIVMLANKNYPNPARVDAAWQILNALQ
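AmpC (5.3 nM in the dispensed reagent) in 20 mM phosphate pH 7.0 with 0.01% (detergent screen) or 0.0001% Triton X-100 was preincubated with compounds for 15 min at room temperature. Nitrocefin was then added from an 800 uM solution, and hydrolysis was followed at 480 nm.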
Sm TGR block = qHTS Assay for the Inhibitors of Schistosoma Mansoni Peroxiredoxins; Schistosoma mansoni thioredoxin glutathione reductase (TGR), Q962Y6; purified TGR, DTNB reduction, TNB absorbance 405 nm; Potency, µM (doses to about 114 µM), for the others: at the top dose activity change, negative = inhibition, actives largely listed as inhibitors; 360,000 tested, 3% active; also: potency is read from the fitted curve at half-maximal effect; nearly all actives have a fitted effect of over 60% in size
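TGR 20 nM + NADPH 100 uM (dispensed conc.), cpd preinc 15 min RT; start with NADPH (500 uM addition) then DTNB (15 mM addition). Kinetic TNB absorbance, 405 nm filter. Four-parameter Hill fit across titration.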
AmpC no deterg = qHTS Inhibitors of AmpC Beta-Lactamase (assay without detergent); Potency, µM (doses to about 57.1 µM), without a hit: at the highest dose activity change, negative = inhibition, actives largely listed as inhibitors; AmpC nitrocefin hydrolysis, absorbance 480 nm, 0.0001% Triton; AID 485341, 2010; 330,000 tested, 0.52% active;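 also: potency is read from the fitted curve at half-maximal effect; plate controls were no compound for no effect and no enzyme for full effect; nearly all actives have a fitted effect of over 20% in size; some results filed as inactive show a strong effect at the top dose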
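AmpC (5.3 nM in the dispensed reagent) in 20 mM phosphate pH 7.0 with 0.01% (detergent screen) or 0.0001% Triton X-100 was preincubated with compounds for 15 min at room temperature. Nitrocefin was then added from an 800 uM solution, and hydrolysis was followed at 480 nm.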
* = called active by the depositor; ? = inconclusive; / = not tested or not shown; & = joins results of further samples; [ ] = dose if it differs, or a comment. Unless noted, calls follow the shape of the dose curve; as a rule, active = well fitted curve in the direction sought with a large enough effect; inconclusive = small, poorly fitted or top-dose-only effect, or another doubt; inactive = no such curve, though single readings can be large; an effect the other way counts as inactive or inconclusive. Unless noted, % is scaled to controls: 0 for no effect and ±100 for the full control effect.

SMILES	Giardia FBPA inh	HCV inh	HCMV antiviral	AmpC inh detg	Sm TGR block	AmpC no deterg
CCOC(=O)c1cc(-c2ccccc2)n(CCC(=O)NC(C)CC)c1C (centres undefined)	0%	?	-22	?	0%	123%[activator]
O=C(Cn1c2ccccc2c2nc3n(c(=O)c21)CCS3)Nc1ccccc1C(F)(F)F	7%	-7%	0	?	6%	-7%
CC(Sc1ncccn1)C(=O)Nc1ccc2c(c1)OCCO2 (centres undefined)	/	?	-11	-20%	-1%	-16%
COCCCNC(=O)c1sc2nc(C)c(C(=O)Nc3ccc(Cl)cc3)c(-c3ccc(Br)cc3)c2c1N	/	/	-76*	7%	5%	/
COC(=O)C1=C(C)Nc2ncnn2C1c1cccnc1 (centres undefined)	-1%	4%	42	-1%	11%	-10%
CNC(=S)NC(CC(=O)OC)c1ccc2c(c1)OCO2 (centres undefined)	4%	13%	-12	-2%	3%	120%
Fc1ccccc1/C=N/n1c(C2CCCCC2)n[nH]c1=S	6%	6%	96	9%	31%	-18%
O=C(COc1ccc(Br)cc1)N1CCN(Cc2c[nH]c3ccccc23)CC1	?	-12%	10	?	-2%	88%[activator]
N#Cc1c[nH]n2c(NC3CCCCC3)c(-c3ccccc3F)nc12	/	/	-18	-2%	-7%	/
CN(NS(=O)(=O)c1ccccc1)c1nc2ccccc2nc1C(F)(F)F	-3%	-2%	2	1%	0%	-14%
Cc1cc(OC(C(=O)O)c2ccccc2)c2c(C)c(Cc3ccccc3)c(=O)oc2c1 (centres undefined)	13%	16%	-14	-6%	5%	-29%
N#Cc1ccc(CN2CCN(C(=O)CNC(=O)Cc3cccc4ccccc34)CC2)cc1	/	?	-68*	?	-31%	158%[activator]
Cc1nc(SCC(=O)NC2CCS(=O)(=O)C2)c2c3c(sc2n1)CCC3 (centres undefined)	/	-21%	-3	/	/	1%
Cc1ccc(C(=O)NNC(=O)C(C)Oc2ccc3ccccc3c2)o1 (centres undefined)	/	?	4	-15%	0%	-39%
CC(C)Oc1ccc(C(CC(=O)O)NC(=O)C(Sc2ccccc2)c2ccccc2)cc1 (centres undefined)	23%	13%	-31	-1%	1%	-33%
COc1ccc(C2N(C(=O)CN3CCCC3)CCCN2S(=O)(=O)c2ccccc2)cc1 (centres undefined)	-10%	-13%	-11	4%	6%	119%[activator]
CCOC(=O)NC(=O)/C(C#N)=C\c1ccccc1	-12%	26%	14	-4%	-9%	-16%
CCc1ccc(NC(=O)C2CCN(S(=O)(=O)c3c(C)noc3C)CC2)cc1	6%	-10%	?	18%	-5%&5%	-7%
Cc1ccc(S(=O)(=O)N2CCCc3cc(NS(=O)(=O)c4cc(C)ccc4C)ccc32)cc1	/	/	?	4%	6%	/
Cn1c(/C(C#N)=C(\O)c2ccc([N+](=O)[O-])s2)nc2ccccc21	-4%	8%	-27	?	-15%	-16%
O=C(CSc1nc2ccccc2o1)NC(=O)NCc1ccco1	0%	12%	27	-18%	-30%	-27%
Cc1ccc(OCC(=O)N(Cc2ccccc2)C2CCS(=O)(=O)C2)c([N+](=O)[O-])n1 (centres undefined)	5%	-14%	15	2%	6%	-5%
CC1=CC(=O)CC2C1(C)CCC(C)C2(C)CCC(C)CC(=O)O (centres undefined)	15%	-9%	-21	3%	2%	-25%
Cn1c(SCc2ccccc2Cl)nc2ccccc21	-13%	-7%	16	?	-4%	-25%
O=C(CSc1nnc(-c2ccncc2)n1CCc1ccccc1)NCc1ccccc1	4%	-14%	14	-17%	-3%	7%
CC1CCCC(NC(=O)COC(=O)c2cc3ccccc3oc2=O)C1C (centres undefined)	/	12%	63	/	/	0%
O=C(/C=C/c1ccc(Br)cc1)c1ccc(NC2=NCCCS2)cc1	-11%	?	-100*	1%	-2%	14µM*
Cc1ccc(C(=O)N2CCC3(CC2)NCCc2[nH]cnc23)cc1	/	7%	-27	0%	-6%	-22%
O=C1CCC(C(=O)Nc2cccc(C(F)(F)F)c2)N1 (centres undefined)	0%	13%	8	?	-3%	-6%
CCOc1ccccc1OCC(=O)Nc1ccc(S(=O)(=O)Nc2ncccn2)cc1	-3%	10%&-8%	32	-4%	-7%	-40%
Cc1c(Cl)c([N+](=O)[O-])nn1Cc1ccc(C(=O)N/N=C\c2ccccn2)o1	-1%	-1%	28	-6%	-19%	-22%
Cc1c(C#N)c2ncnc(-c3ccccc3)c2n1-c1ccccc1	5%	-1%	?	-9%	-3%	-24%
CCCCCSc1nnc2c(n1)[nH]c1c(C)cccc12	/	/	-6	0%	0%	/
Cc1c(NS(=O)(=O)c2cccc(C(=O)NCc3ccccc3Cl)c2)c(=O)n(-c2ccccc2)n1C	/	-1%	12	-13%	-1%	-6%
Cc1ccc(C(=O)NC2CC(C)(C)NC(C)(C)C2)cc1Cl	4%	-2%	22	-3%	0%	-8%
Cc1ccc(/C=C2\SC(=S)N(CCC(=O)N3CCCCC3)C2=O)cc1	/	5%	6	0%	5%	-16%
COC(=O)CN(C)C(=O)c1cccc(OC2CCN(S(=O)(=O)N(C)C)CC2)c1	7%	4%	51	-4%	-3%	12%
COc1ccc(NC(=S)Nc2cccc(S(=O)(=O)N3CCCCC3)c2)cc1	-14%	8%	-64*	-11%	35µM*	-39%
COc1ccc(CNC(=O)CSc2ncc(S(=O)(=O)c3ccc(Br)cc3)c(=O)[nH]2)cc1	/	/	4	-5%	0%	/
CCCCCOCC(O)CCC(=O)NN (centres undefined)	3%	13%	-16	?	-9%	-8%
COc1cccc(/C=N/Nc2nn3cnnc3c3ccccc23)c1	-3%	-8%	1	5%	-20%	-15%
CCc1cccc(C)c1NC(=O)COC(=O)C1CCN(S(=O)(=O)c2ccccc2)CC1	/	-5%[8.37 µM]	3	?	4%	?
CN(Cc1ccccc1)C(=O)c1cc(=O)[nH]c2ccccc12	-1%	-1%	?	1%	3%	-13%
COc1cc(NC(C)=O)c2ncccc2c1[N+](=O)[O-]	?	0%	-3	-1%	0%	1%
CN1CCc2nc(NC(=O)COc3ccc(C#N)cc3)sc2C1	-2%	-21%	-36	5%	4%	-30%

Reprinted at random: 4 entries already listed, in no set order.
SMILES	Giardia FBPA inh	HCV inh	HCMV antiviral	AmpC inh detg	Sm TGR block	AmpC no deterg
CN(Cc1ccccc1)C(=O)c1cc(=O)[nH]c2ccccc12	-1%	-1%	?	1%	3%	-13%
Cc1c(C#N)c2ncnc(-c3ccccc3)c2n1-c1ccccc1	5%	-1%	?	-9%	-3%	-24%
CCCCCSc1nnc2c(n1)[nH]c1c(C)cccc12	/	/	-6	0%	0%	/
CCc1cccc(C)c1NC(=O)COC(=O)C1CCN(S(=O)(=O)c2ccccc2)CC1	/	-5%[8.37 µM]	3	?	4%	?

(list continues)
SMILES	Giardia FBPA inh	HCV inh	HCMV antiviral	AmpC inh detg	Sm TGR block	AmpC no deterg
CCC1(CC)C(=O)NC(=O)NC1=Nc1ccccc1	7%	17%	3	-4%	-4%	-6%
CCC(C)C(NC=C1C(=O)OC(C)(C)OC1=O)C(=O)O (centres undefined)	4%	2%	-2	2%	-12%	-3%
Cc1cc2ncc(S(C)(=O)=O)c(N)n2n1	-8%	15%	18	-2%	1%	-11%
CC(C)c1onc(C(=O)Nc2cccnc2Cl)c1[N+](=O)[O-]	-13%	3%	?	-3%	45µM*	11%
FC(F)(F)c1cc(-c2cccs2)nc(NCc2ccco2)n1	0%	?	-26	-1%	-24%	-29%
CCCCS(=O)CC(O)COc1ccc(C(C)(C)C)cc1 (centres undefined)	-5%	/	24	-13%	-3%	63%[activator]
CCC(C)c1ccc(NC(=O)C2=CC=CN3CCS(=O)(=O)N=C23)cc1 (centres undefined)	/	4%	0	1%	-22%	56%
CN(C)N1C(=O)CC(C)(c2ccc([N+](=O)[O-])cc2)C1=O (centres undefined)	/	6%	-8	-10%	-10%	-8%
COc1ccc(OCC(=O)NC(=S)N2CCCc3ccccc32)cc1	?	?	-12	4%	-10%	-10%
CCOc1ccc(N=C2NC(=O)S/C2=C\c2ccc(Cl)cc2)cc1	9%	-1%	?	-13%	0%	-7%
COCCCNC(=O)C1CCN(c2ncnc3c2nc2n3CCCCC2)CC1	/	/	-16	-6%	-4%	/
CC(=O)NN1C(=O)c2ccccc2NC1c1ccc(N(C)C)cc1 (centres undefined)	-2%	0%	20	-14%	4%	-4%
C/C=C\C(=O)Nc1cccc(C2=NOC3(C2)C[C@H](C(N)=O)N(C(=O)/C=C/CC)C3)c1 (some centres undefined)	-3%	-7%	?	-6%	-16%	3%
COc1ccc(Cl)cc1C(=O)Nc1ccncc1	10%	?	52	?	0%	-7%
CCOC(=O)c1c(NC(=O)CCl)sc(CN(C)C)c1-c1ccccc1	-3%	?	-6	-12%	16µM*	-17%[11.4 µM]

Entries of single compounds from above. Order of screens: Giardia FBPA inh	HCV inh	HCMV antiviral	AmpC inh detg	Sm TGR block	AmpC no deterg
Listed for Cc1cc2ncc(S(C)(=O)=O)c(N)n2n1 : -8%	15%	18	-2%	1%	-11%
Listed for C/C=C\C(=O)Nc1cccc(C2=NOC3(C2)C[C@H](C(N)=O)N(C(=O)/C=C/CC)C3)c1 (some centres undefined) : -3%	-7%	?	-6%	-16%	3%

Copied from the list:
For HCV inh, CN(C)N1C(=O)CC(C)(c2ccc([N+](=O)[O-])cc2)C1=O (centres undefined) reads 6%
For HCV inh, CCC(C)C(NC=C1C(=O)OC(C)(C)OC1=O)C(=O)O (centres undefined) reads 2%

(cont.)
SMILES	Giardia FBPA inh	HCV inh	HCMV antiviral	AmpC inh detg	Sm TGR block	AmpC no deterg
CC(C)n1ncc2c(C(=O)NCc3cccnc3)cc(C3CC3)nc21	/	7.9µM*	-10	?	-6%	0%
Cc1ccc(NC(=O)CN2C(=O)CC(c3ccc(C)c(C)c3)=Nc3ccccc32)cc1	/	/	6	21%	1%	/
CCOP(=O)(c1ccccc1Cl)C1(O)CCCCC1 (centres undefined)	14%	17%	-21	-11%	0%	0%
CCNc1nc(CN2CCCCC2)nc2scc(-c3ccccc3)c12	5%	10µM*	-95*	-6%	-18%	-2%
O=S(=O)(c1ccc(Br)s1)N1CCCCC1	0%	3%	?	-10%	-7%	-15%
Cc1ccc(C)c(-n2nnnc2SCC(=O)c2ccc3c(c2)NC(=O)CO3)c1	8%	?	-84*	?	-5%	-7%
CN=C(NC#N)NCCSCc1nc[nH]c1C	-3%&-25%&-16%&-14%&-12%	-12%	28	-7%	0%	-12%
Cc1nn(-c2cccc(Cl)c2)c2nc(-c3cccnc3)cc(C(F)(F)F)c12	/	/	-33	17%	9%	/
COc1cccc(CC(=O)OCC(=O)NC2CCCCCC2)c1	/	6%	/	6%	2%	-4%
CC1(C)CC(=O)C(C=NCc2cccnc2)=C(O)C1	7%	8%	6	?	2%	-7%
CCCCn1c(N)c(N(CCOC)C(=O)C(C)N2C(=O)c3ccccc3C2=O)c(=O)[nH]c1=O (centres undefined)	/	22%	-32	-1%	-2%	-12%
CCNC(=S)Nc1ccc(C)c(S(=O)(=O)Nc2ccccc2OC)c1	-12%	-4%	15	4%	2.8µM*	-3%

Compound activity from PubChem.
